Screening data deposited in PubChem by National Center for Advancing Translational Sciences (NCATS).
D3 ag: agonists of human D3 dopamine receptor. D3R DiscoveRx beta-arrestin cells, luminescence, 90 min. P35462. max activation, %. 410,000 compounds, 0.58% hits; in the data active means max activation above about 30%; further: 0% is about no effect; mostly tested at two doses, the higher about 12 µM
Target sequence (P35462 whole entry, looked up): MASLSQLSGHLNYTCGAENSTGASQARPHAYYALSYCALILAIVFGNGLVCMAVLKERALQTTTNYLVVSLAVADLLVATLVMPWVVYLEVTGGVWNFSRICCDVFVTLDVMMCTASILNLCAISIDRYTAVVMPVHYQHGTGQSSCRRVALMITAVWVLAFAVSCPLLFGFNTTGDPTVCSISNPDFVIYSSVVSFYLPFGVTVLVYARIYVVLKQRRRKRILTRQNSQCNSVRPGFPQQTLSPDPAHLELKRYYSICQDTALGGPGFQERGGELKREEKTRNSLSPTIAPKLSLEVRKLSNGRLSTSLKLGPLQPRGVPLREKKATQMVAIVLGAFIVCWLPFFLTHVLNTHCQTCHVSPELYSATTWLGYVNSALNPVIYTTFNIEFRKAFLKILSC
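Cells at 1500/well, incubated overnight, then treated with pinned compounds (dopamine as control) for 90 min at 37 degrees C. DiscoveRx reagent added for 30 - 60 minutes at room temperature; luminescence read.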
HEK293 tox: cytotoxicity in counter-screen for GLP-1R inverse agonists; HEK293 cAMP-luciferase reporter cells, luminescence, 24 h; Potency, µM (titrated, usually from 38.3 µM), for the others: at the top dose activity change, negative = inhibition, actives largely listed as inhibitors; 410,000 compounds, 0.13% hits; AID 624418;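 further: loss of luciferase light is scored as toxicity; potency means the concentration at half of the fitted maximal effect; on the % scale 0 is the no-effect control and ±100 the full control effect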
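Luminescence readout: signal drop marks cytotoxicity. Plated cells grew 12 h at 37 °C, 5% CO2, received 23 nL compound for 24 h, then got luciferase reagent, read after 12 min at RT.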
PI5P4Ka inh: blocks human PI5P4K alpha kinase activity; max response, %; 330,000 compounds, 1.2% hits; PI5P4Kalpha enzyme, ADP-Glo luminescence, 60 min; stronger effect = lower value; P48426; AID 652105; active means max response of -50% or lower; inconclusive means between -30% and -50%; inactive means -30% or higher; further: value at the top dose of about 77 µM; on the % scale 0 is the no-effect control and ±100 the full control effect
Target sequence (P48426 whole entry, looked up): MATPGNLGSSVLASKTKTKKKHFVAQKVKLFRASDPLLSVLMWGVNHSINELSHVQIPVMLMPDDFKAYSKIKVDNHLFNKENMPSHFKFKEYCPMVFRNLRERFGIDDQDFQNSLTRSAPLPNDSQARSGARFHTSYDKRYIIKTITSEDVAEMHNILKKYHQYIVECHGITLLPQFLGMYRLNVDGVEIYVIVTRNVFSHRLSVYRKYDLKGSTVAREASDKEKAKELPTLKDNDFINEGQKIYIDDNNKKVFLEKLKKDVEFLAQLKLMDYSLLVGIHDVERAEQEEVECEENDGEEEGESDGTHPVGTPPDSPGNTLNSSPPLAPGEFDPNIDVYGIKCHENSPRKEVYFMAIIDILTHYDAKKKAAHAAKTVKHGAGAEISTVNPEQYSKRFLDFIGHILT
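Enzyme plus substrate dispensed, test compounds pinned in, then ATP (5 microM final) added. After 60 min at RT, ADP-Glo reagent 1 for 45 min and reagent 2 for 30 min preceded luminescence imaging.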
GLP1R ag: agonists of human GLP-1 receptor; 380,000 compounds, 0.007% hits; Potency, µM (titrated, usually from 45.6 µM), for inactives: at the highest dose activation, usual class: activators; AID 624172; HEK293 GLP-1R CRE-luciferase, luminescence, 4-6 h; cells express a hypersensitive GLP-1R form; P43220; further: potency means the concentration at half of the fitted maximal effect; % of control where 0% means no effect
D3 antag: D3 dopamine receptor (human) antagonism; P35462; D3R cells, DiscoveRx beta-arrestin luminescence, antagonist mode; stronger effect = lower value; max response, negative = inhibition, %; 360,000 compounds, 2.5% hits; in the data active means max response below about -50%; inconclusive means no clear call, values can overlap the other calls; further: on the % scale 0 is the no-effect control and ±100 the full control effect; mostly tested at two doses, the higher about 12 µM
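Cells plated overnight at 1500 cells/well, then exposed to library compounds with dopamine controls for 90 minutes at 37 degrees C. DiscoveRx reagent added for 30–60 minutes at room temperature; luminescence read, quantitative HTS format.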
WRN inhibitor: blocks human WRN helicase | Q14191 | WRN helicase unwinding, fluorescent forked duplex, kinetic | Potency, µM (highest dose often 114 µM), without a hit: top-dose activity change, negative = inhibition, actives largely listed as inhibitors | 360,000 compounds, 0.46% hits; further: potency means the concentration at half of the fitted maximal effect; on the % scale 0 is the no-effect control and ±100 the full control effect; nearly all actives have a fitted effect of over 55% in size
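Fluorescence dequenching readout, ex 525 nm/em 598 nm, kinetic mode: forked duplex DNA (100 nM final) with adjacent fluorophore and quencher unwound by WRN (20 nM final) with 2 mM ATP. Compound preincubation 15 min, room temperature.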
IL-2 act: activates IL-2 in a cell-based reporter assay. activation, % (series mostly up to about 46 µM). IL-2 activation reporter assay, cell-based qHTS; stimulated with anti-CD3/CD4/CD28 beads; in transgenic mouse T cells. AID 652025. 360,000 compounds, 0.065% hits; in the data active means activation above about 50%; inconclusive means mostly about 30% to 49%; further: 0% is about no effect
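Screening format: compound pinned onto unstimulated transgenic mouse T cells, 60 min incubation, then anti-CD3/anti-CD4/anti-CD28 bead stimulation for 18 hours at 37 degrees C, followed by EGFP and DsRed detection.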
PLK1 PBD block: inhibitors of human PLK1 polo-box domain binding; P53350; Plk1 PBD binding of FITC phosphopeptide, fluorescence polarization; Potency, µM, inactives show max response, negative = inhibition, most hits filed as inhibitors; 360,000 compounds, 2.8% hits; further: potency means the concentration at half of the fitted maximal effect; series mostly up to about 57 µM; on the % scale 0 is the no-effect control and ±100 the full control effect; nearly all actives have a fitted effect of over 65% in size
GLP-1R inv ag: GLP-1 receptor (human) inverse agonism; P43220; Potency, µM (top dose mostly 38.3 µM), for inactives: at the top dose activity change, negative = inhibition, usual class: inhibitors; HEK293 GLP-1R CRE-luciferase, luminescence, 24 h; GLP-1R form is constitutively active; 410,000 compounds, 1.6% hits; AID 624417; further: potency means the concentration at half of the fitted maximal effect; on the % scale 0 is the no-effect control and ±100 the full control effect; nearly all actives have a fitted effect of over 55% in size
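Readout was luciferase luminescence, measured 12 min after detection reagent at room temperature. Beforehand, GLP-1R reporter HEK293 cells had sat 12 h, then received compounds for 24 hr at 37 deg C.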
* marks the source's active call; other numbers are inactive results; ? = inconclusive; nt = not tested or not shown; [ ] = another dose, or the depositor's remark. Unless noted, the call rests on the fitted dose curve; in most records, active means well fitted curve in the direction sought with a large enough effect; inconclusive means small, poorly fitted or top-dose-only effect, or another doubt; inactive means no such curve, though single readings can be large; an effect the other way counts as inactive or inconclusive.

SMILES	D3 ag	HEK293 tox	PI5P4Ka inh	GLP1R ag	D3 antag	WRN inhibitor	IL-2 act	PLK1 PBD block	GLP-1R inv ag
CCCc1cc(=O)oc2cc(OCC(=O)N3C[C@H]4C[C@@H](C3)c3cccc(=O)n3C4)c(Cl)cc12	20	-8%	0	-5%	?	4%	1.7	-7%	17%
O=S(=O)(Cc1nnnn1-c1ccc(Br)cc1)c1ccc(F)cc1	1	-2%	6	-15%	-19	-11%	-1.1	-12%	4%
COCC(C)n1c(SCC(=O)Nc2c(C)n(C)n(-c3ccccc3)c2=O)nc2ccccc2c1=O (stereo unspecified)	-11	1%	10	2%	-18	-4%	1.5	-7%	-16%
O=C(Nc1ccc(F)cc1)NC1CCN(Cc2c(F)cccc2Cl)CC1	-7	2%	9	19%	-28	-6%	0.5	-17%	?
O=C(CN1C(=O)NC2(CCCCCCC2)C1=O)NC(=O)NCc1ccco1	-8	9%	0	2%	21	-6%	1.8	-11%	16%
CNC(=S)Nc1ccc(Cc2ccncc2)cc1	5	-1%	1	1%	-7	6%	-0.1	-2%	15%
CC(=O)Nc1ccc(S(=O)(=O)N2CCN(c3cc(C(F)(F)F)ccn3)CC2)cc1	-1	7%	4	8%	-10	-15%	1.5	-5%	?
CCc1nc2c(OCc3cc(Cl)cc(Cl)c3)cccn2c1N(C)C(=O)Nc1ccccc1OC	-10	8%	0	2%	?	13%[57.1 µM]	-0.8	-15%	?
O=C(CN1CCOCC1)Nc1scc2c1c(=O)oc1ccccc12	10	8%	-8	19%	25	-6%	-3.3	-11%	20%
O=C(NCc1ccccc1)c1cc(C2COCCN2S(=O)(=O)c2ccccc2)on1 (stereo unspecified)	6	-1%	-2	-6%	40	1%	0.0	6%	12%
O=C(NCc1ccco1)c1ccc2c(c1)N(Cc1ccc(Cl)cc1)C(=O)c1ccccc1S2(=O)=O	1	-12%	nt	-5%	nt	nt	nt	nt	-26%
CCOC(=O)c1cnc(SC)nc1N1CCCC1	5	0%	9	15%	5	10%	0.4	-9%	-7%
CCC(=O)N1CCc2cc(S(=O)(=O)NCCC(=O)NCc3ccccc3OC)ccc21	11	0%	-1	-5%	2	-11%	0.6	-8%	34%[activator]
COc1ccccc1-c1cnc(C(O)c2cc(Cl)cc(Cl)c2)[nH]1 (stereo unspecified)	0	0%	3	6%	-12	-1%	1.2	4%	?
O=C(c1ccc(-c2nc3ccccc3s2)o1)N1CCN(c2ccccc2O)CC1	0	?	-9	-31%[inhibitor]	6	-15%	-1.3	1%	?
O=C(NC(Nc1ccccn1)C(Cl)(Cl)Cl)c1ccccc1 (stereo unspecified)	4	?	-7	7%	-4	-1%	0.1	-3%	?
Cc1nc2ncnn2c(N2CCN(S(=O)(=O)c3ccc(Br)cc3)CC2)c1C	1	5%[7.66 µM]	-8	3%	5	6%	5.0	-9%	-6%[7.66 µM]
CNc1nc(=S)[nH]c2ccccc12	-5	5%	0	-7%	-2	-8%	-0.1	?	21%
O=C(Nc1nnc(-c2ccccc2)o1)c1cccc(N2C(=O)CCC2=O)c1	-2	-13%	0	-1%	4	-12%	0.0	1%	14%
CCCCCn1c(=O)[nH]c2cc(C(=O)N3CCN(c4cccc(C(F)(F)F)c4)CC3)ccc2c1=O	2	2%	nt	-1%	nt	nt	nt	nt	-14%

Some values from above:
Entry for CNC(=S)Nc1ccc(Cc2ccncc2)cc1 in HEK293 tox: -1%
Entry for CNc1nc(=S)[nH]c2ccccc12 in D3 antag: -2

(further entries)
SMILES	D3 ag	HEK293 tox	PI5P4Ka inh	GLP1R ag	D3 antag	WRN inhibitor	IL-2 act	PLK1 PBD block	GLP-1R inv ag
C/C(CC(=O)Nc1ccc2c(c1)OCCO2)=N\NC(=O)c1ccccn1	5	4%	-8	6%	2	-3%	-0.3	6%	1%
CC(NC(=S)Nc1ccc(S(=O)(=O)N2CCOCC2)cc1)C1CC2CCC1C2 (stereo unspecified)	-4	-9%	3	4%	-25	-7%	-1.8	-12%	?
C=CCNC(=O)COc1ccc(Br)cc1Cl	-6	1%	0	9%	16	-3%	-0.4	-1%	2%
CSc1ccc(/C=N/NC(=O)c2cc(O)cc(O)c2)cc1	-4	-6%	?	-1%	-6	-16%	0.3	2%	?
COc1ccc2[nH]c3c(c2c1)CCNC3(C)CCc1ccc(Cl)nc1 (stereo unspecified)	-5	6%	0	6%	-10	2%	-0.4	?	?
NC(c1ccccc1)c1csc(Nc2cc(Oc3ccccc3)ncn2)n1 (stereo unspecified)	2	2%	-7	-6%	21	4%	-0.4	1%	-9%
CC1Cc2cc(/C(O)=C3/C(=O)C(=O)N(CCCn4ccnc4)C3c3ccco3)ccc2O1 (stereo unspecified)	-3	8%	-13	-16%	6	-18%	0.7	-6%	-28%
CCOC(=O)COc1cccc2c(=O)n(CC(=O)N3CCN(C(=O)OCC)CC3)ccc12	1	4%	2	2%	10	2%	-2.6	-6%	11%
CC1CN(S(=O)(=O)c2ccc(C(=O)OCc3ccc(C#N)cc3)cc2)CC(C)O1 (stereo unspecified)	1	-17%	-7	4%	-6	1%	0.3	-1%	6%
Cc1cc(C)nc(N/N=C/c2sccc2C)n1	-1	-4%	-53*	6%	2	-7%	1.7	19µM*	-2%
CCO[C@@H]1OC(C(=O)O)=C[C@H](c2cn(C(C)=O)c3ccccc23)[C@H]1CCCO	5	2%	0	4%	12	0%	0.7	-7%	7%
CC(C)(C)NC(=O)Cn1c(SCC(N)=O)nc2ccccc21	0	-14%	-25	1%	?	8%	-1.4	15µM*	1%
COc1ccccc1CN1CC(C(=O)N2CCOCC2)CCC1=O (stereo unspecified)	-4	-9%	5	5%	-17	11%	-3.9	-6%	12%
O=C(Nc1ccc(F)cc1F)c1ccc2ncsc2c1	-8	4%	0	0%	-22	-1%[57.1 µM]	-1.6	-11%	33%[activator]
CCOC(=O)CCC(=O)Nc1ccc(S(=O)(=O)N2CCc3ccccc32)cc1	-4	7%	-6	-3%	10	0%	1.4	1%	9%
CS(=O)(=O)N(CC(=O)NCCSCc1ccccc1Cl)c1ccccc1F	12	1%	5	-1%	16	0%	0.4	1%	-14%
CCCS(=O)(=O)N1CCN(Cc2ccccc2[N+](=O)[O-])CC1	-2	-17%	3	2%	-2	-18%	0.0	-9%	-1%
COc1ccc(/C=N/NC(=O)CN2CCS(=O)(=O)CC2)cc1	2	-5%	0	7%	-52*	-13%	-0.2	1%	8%
Cc1ccn2c(NC(=O)c3ccccc3)c(-c3ccccc3)nc2c1	4	0%	3	0%	13	-4%	0.8	8%	4%
COc1ccc(C)cc1N(C(=O)c1ccc(F)cc1)c1nc2ccccc2s1	-10	-12%	11	-5%	10	-19%	-4.5	6%	?
CC(C)CCNC(=O)C(c1cccnc1)N(CCc1ccccc1)C(=O)Cn1nnc2ccccc21 (stereo unspecified)	-4	11%	8	2%	-19	1%	1.7	-6%	-6%
Cc1cc(C(=O)CSc2nnc(-c3cccnc3)n2-c2ccccc2F)c(C)n1C	1	?	-7	18%	12	-5%	-0.5	-9%	-33%
COc1ccccc1OCCC(=O)OCC(=O)NC(=O)NC(C)(C)C	0	-14%	0	0%	23	1%	1.3	4%	7%
Cc1csc(N2CCCC2c2nc3cc(Cl)c(N4CCCCC4)cc3n2CCOCCO)n1 (stereo unspecified)	-16	-27%	-1	2%	1	1%	-0.3	?	-24%
COc1ccc(C(C(=O)NCc2ccccc2)N(Cc2cccs2)C(=O)c2cnccn2)cc1 (stereo unspecified)	12	-23%	-3	1%	36	-2%	-3.1	-2%	-1%
CCCCN(C(=O)Cc1ccc(S(=O)(=O)N2CCOCC2)s1)c1c(N)n(CC(C)C)c(=O)[nH]c1=O	2	16%	7	3%	0	-7%	3.0	-8%	41%[activator]
CC1(C)CC(=O)c2sc(NC(=O)C(C)(C)C)nc2C1	-9	6%	1	5%	-19	-7%	-1.4	-20%	?
CC(NC(=S)Nc1ccccc1Cl)C(c1ccccc1)N1CCOCC1 (stereo unspecified)	-4	10µM*	2	2%	-24	-11%	0.4	-8%	?
CCOC(=O)c1c(NC2=NS(=O)(=O)c3ccccc32)sc2c1CCCCC2	3	5%	-3	-1%	-5	-25%[57.1 µM]	1.3	-8%	11%
NC(=O)C1CCN(C(=O)CCC(=O)c2ccc(F)cc2)CC1	-2	3%	-4	-6%	1	6%	1.3	-7%	14%
Cc1nc(-c2cc(C#N)c(=O)[nH]c2C)cs1	14	6%	0	45%	4	-10%	-0.7	-21%	8%
CC1(c2nnc(Cc3ccccc3)o2)CC(c2ccc(OC(F)(F)F)cc2)=NO1 (stereo unspecified)	22	?	19	5%	3	-9%	-0.5	-5%	?
CCCCc1ccc(-c2nc(N)n[nH]2)cc1	3	6%	nt	11%	-21	-10%	-2.1	-3%	1%
O=c1[nH]c2ccccc2n1Cc1ccc(F)cc1	4	-6%	-3	2%	2	-8%	1.9	-1%	-15%
c1ccc(-c2nnc3n2NC(c2ccc4c(c2)OCO4)S3)cc1 (stereo unspecified)	-14	-19%	nt	6%	10	-8%	0.5	?	0%
CCOc1ccc(C(=O)SC2=NCCS2)cc1	-20	-2%	nt	-4%	-19	-14%	-0.7	-9%	-15%
CCC(Sc1ncccc1C(=O)Oc1cccc([N+](=O)[O-])c1)C(=O)Nc1ccccc1OC (stereo unspecified)	1	0%	3	-2%	1	-7%	0.8	-11%	?

No new results follow: entries from further up.
SMILES	D3 ag	HEK293 tox	PI5P4Ka inh	GLP1R ag	D3 antag	WRN inhibitor	IL-2 act	PLK1 PBD block	GLP-1R inv ag
CCOc1ccc(C(=O)SC2=NCCS2)cc1	-20	-2%	nt	-4%	-19	-14%	-0.7	-9%	-15%
CCC(Sc1ncccc1C(=O)Oc1cccc([N+](=O)[O-])c1)C(=O)Nc1ccccc1OC (stereo unspecified)	1	0%	3	-2%	1	-7%	0.8	-11%	?

The order is random; about 7.8% have a hit in one of these screens.
